# Sm TGR inh = qHTS Assay for the Inhibitors of Schistosoma Mansoni Peroxiredoxins; Schistosoma mansoni thioredoxin glutathione reductase (TGR), Q962Y6; purified TGR, DTNB reduction, TNB absorbance 405 nm; Potency, µM (titrated, usually from 114 µM), for inactives: at the top dose activity change, negative = inhibition, actives largely listed as inhibitors; 3% of 360,000 active; further: nearly all actives have a fitted effect of over 60% in size
#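 Kinetic colorimetric format: TGR-catalysed, NADPH-driven DTNB reduction monitored via TNB absorbance. Enzyme dispensed at 20 nM; compound exposure 15 min at room temperature before reaction start.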
# Pf growth 48h = Primary qHTS for delayed death inhibitors of the malarial parasite plastid, 48 hour incubation. P. falciparum luciferase growth in erythrocytes, 48 h. 5.9% of 310,000 active. AID 504832, 2011. Potency, µM (series often up to 28.7 µM), without a hit: at the top dose activity change, negative = inhibition, hits mostly inhibitors
#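 Here the parasites carry a stable luciferase gene and grow inside erythrocytes in Albumax-based RPMI medium with compound for one erythrocytic cycle. Activity is scored as loss of luminescent signal.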
# LmPK inh = qHTS Assay for Inhibitors of Leishmania Mexicana Pyruvate Kinase (LmPK); Q27686; purified LmPK, Kinase-Glo ATP luminescence, 1 h; Potency, µM (highest dose often 57.5 µM), without a hit: top-dose activity change, negative = inhibition, hits mostly inhibitors; 0.37% of 290,000 active
# Target sequence (Q27686 whole entry, looked up): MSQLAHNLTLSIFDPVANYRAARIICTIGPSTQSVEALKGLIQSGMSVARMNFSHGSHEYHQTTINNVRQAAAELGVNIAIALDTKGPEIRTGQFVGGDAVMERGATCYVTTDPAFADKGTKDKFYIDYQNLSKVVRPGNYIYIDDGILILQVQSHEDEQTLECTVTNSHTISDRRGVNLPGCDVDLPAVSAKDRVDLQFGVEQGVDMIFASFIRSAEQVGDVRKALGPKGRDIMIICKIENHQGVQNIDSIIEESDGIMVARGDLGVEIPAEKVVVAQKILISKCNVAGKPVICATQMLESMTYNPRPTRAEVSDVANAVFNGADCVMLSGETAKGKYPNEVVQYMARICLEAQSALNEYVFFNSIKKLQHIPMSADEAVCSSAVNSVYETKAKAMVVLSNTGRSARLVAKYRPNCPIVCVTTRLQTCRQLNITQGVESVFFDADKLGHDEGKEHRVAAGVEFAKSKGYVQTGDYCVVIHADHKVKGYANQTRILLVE
#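 Kinase-Glo luminescence read after 1 h RT reaction of 0.1 nM LmPK with 0.5 mM PEP and 0.1 mM ADP. Activity scaled between uninhibited and enzyme-free controls.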
# HCV inhibitor = qHTS Assay for Inhibitors of Hepatitis C Virus (HCV); Huh7.5.1 HCVcc-Cre infection, luciferase reporter, 44 h; Potency, µM (highest dose often 41.8 µM), inactives show top-dose activity change, negative = inhibition, actives largely listed as inhibitors; 3.4% of 340,000 active
#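 Luciferase read-out (15 sec integration) after a 15 min room-temperature substrate step quantifies HCVcc-Cre infection. Cells, 1,000 per well, had compound added 4 h post-plating, then virus at ~0.5 moi, and were cultured 44 h.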
# Pf growth 96h = Primary qHTS for delayed death inhibitors of the malarial parasite plastid, 96 hour incubation; P. falciparum luciferase reporter growth, 96 h; Potency, µM (highest dose often 28.7 µM), inactives show at the highest dose activity change, negative = inhibition, actives largely listed as inhibitors; 6.9% of 320,000 active
#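 Readout is luminescence from an integrated firefly luciferase in P. falciparum. Red cells, 2% hematocrit and 0.05% parasitemia final, were cultured with compound through two parasite generations (96 hours) at 37 C, 5% CO2.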
# Tb PYK inh = qHTS of Trypanosoma Brucei Inhibitors | Potency, µM (top dose mostly 76.8 µM), for inactives: top-dose activity, negative = inhibition, most hits filed as inhibitors | TbPYK enzyme, Kinase-Glo Plus ATP luminescence, 45 min | AID 624173, 2012 | pyruvate kinase (Trypanosoma brucei), Q57TT1 | 0.12% of 410,000 active; further: nearly all actives have a fitted effect of over 50% in size
#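 Readout: single end-point luminescence (Kinase-Glo Plus, 10 min). Reaction conditions were TbPYK/substrate plus 130 uM ADP, 45 min at RT, pH 7.2 TEA buffer. No-enzyme wells served as controls, and data were normalized before concentration-response fitting.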
# Starred values were filed as active, the others as inactive; u = inconclusive; x = no result given; & = joins results of further samples; [ ] = dose if it differs, or a comment. The call rests on the fitted dose curve; in most records, active means well fitted curve in the direction sought with a large enough effect; inconclusive means small, poorly fitted or top-dose-only effect, or another doubt; inactive means no such curve, though single readings can be large; an effect the other way counts as inactive or inconclusive. On the % scale 0 is the no-effect control and ±100 the full control effect; potency means the concentration at half of the fitted maximal effect.
1: O=C1c2ccccc2C(=O)N1CC(O)COCc1ccccc1 (configuration not stated)
2: CN(CCOc1ccccc1)C(=O)c1cc(S(=O)(=O)N2CCCCC2)ccc1Cl
3: CCc1nc2nc(C)c(NS(=O)(=O)c3cccs3)c(=O)n2[nH]1
4: O=C(COc1ccccc1)Nc1ncccn1
5: COc1ccc(NS(=O)(=O)c2cc(Cl)ccc2Cl)cc1S(=O)(=O)N1CCCCC1
6: OCCC1CN(C2CCN(c3ccccc3F)CC2)CCN1Cc1ccccc1 (configuration not stated)
7: CCCc1ccc(C(=O)NNc2cc(Cl)ccc2Cl)cc1
8: Cc1ccc(CNS(=O)(=O)c2cc3c(cc2C)N(C)CCO3)cc1

Assay by compound	1	2	3	4	5	6	7	8
LmPK inh	0.8%	x	-1.4%	2.3%	1.9%	0.4%	4.6%	-0.5%
Tb PYK inh	6.9%	2.8%	3.9%	-5.9%	-3.2%	0.0%	0.4%	-10.0%&-11.4%
Pf growth 48h	5.6%	1.8%	14.9%	x	-5.3%	-6.5%	-15.5%	-4.0%
HCV inhibitor	2.6%	u	26.7%	25.6%	10.8%	9.2%	-22.5%	7.1%
Pf growth 96h	20.2%	u	-14.1%	32.1%[activator]	7.6%	-19.2%	29.6%	14.9%
Sm TGR inh	2.2%	2.1%	0.4%	-3.5%	x	5.5%	0.5%	3.8%&1.0%

9: CN(C)S(=O)(=O)NCC1CCCN(Cc2ccc(-c3ccccc3)cc2)C1 (configuration not stated)
10: Cc1ccc(S(=O)(=O)Oc2ccc(/C=N/N=C3/NC(=O)C(CC(=O)O)S3)cc2)cc1 (configuration not stated)
11: COc1cccc(CN2CCN(c3ncccn3)CC2)c1
12: COc1ccccc1OCC(=O)Nc1ccc(N2CCOCC2)cc1N1CCOCC1
13: Cc1ccc(C2=N/C(=C/N3CCOCC3)C(=O)O2)cc1
14: Cc1cc(NC(=O)CSc2nc3c(c(=O)n(C)c(=O)n3C)n2C(C)C)no1
15: COc1ccc2c(c1OC)C(=O)OC2N1C(=O)CC[C@H]1C(=O)NCC1CCCO1 (some centres not stated)
16: Cn1nccc1C(=O)N1CCN(C23CC4CC(CC(C4)C2)C3)CC1

Assay by compound	9	10	11	12	13	14	15	16
LmPK inh	-2.2%	3.6%	0.7%	x	-7.6%	3.8%	-9.0%	-9.8%
Tb PYK inh	1.3%	-10.0%	-9.8%	3.0%	-1.0%	2.2%	-2.9%	0.7%
Pf growth 48h	-13.7%	-9.5%	39.7%[activator]	1.5%	94.4%[activator]	7.2%	0.7%	7.3%
HCV inhibitor	-13.1%	-63.2%	-1.2%	-3.0%	-8.6%	-0.1%	0.562µM*	7.3%
Pf growth 96h	-13.3%	u	31.7%[activator]	u	3.3%	u	26.1%	u
Sm TGR inh	-13.8%	x	4.5%	-3.6%	-7.3%	5.8%	6.3%	-18.5%

17: COc1ccccc1N1CCN(C(=O)c2ccc3c(=O)n(Cc4ccco4)c(=S)[nH]c3c2)CC1
18: Cc1c(C)c(C)c2[nH]c(=S)[nH]c2c1C
19: CN(C)S(=O)(=O)c1ccc(C(=O)NCCN2C(=O)S/C(=C\c3cccnc3)C2=O)cc1
20: C=CCNc1oc(-c2ccc(OC)cc2)nc1C#N
21: Cc1ccc(CSC2=Nc3sccc3C3=NC(=O)CN23)cc1
22: COCCN1CCN(Cc2nc(C3(c4ccc(C)cc4)CCCC3)no2)CC1
23: CCN(CC)CCCN(C(=O)c1ccc(F)cc1)c1nc(-c2ccc(OC)cc2)cs1
24: O=C(O)CCCC(=O)Nc1nncs1

Assay by compound	17	18	19	20	21	22	23	24
LmPK inh	6.9%	0.8%	-1.4%	0.9%	0.1%	-6.1%	-0.6%	4.3%
Tb PYK inh	-0.2%	-15.2%	-13.8%	0.4%	x	-3.5%	-8.4%	2.3%
Pf growth 48h	u	5.0%	u	44.6%[activator]	11.7µM*	38.7%[activator]	u	53.2%[1.15 µM]
HCV inhibitor	u	-0.2%	-8.6%	u	u	-5.6%	u	19.1%
Pf growth 96h	-5.3%	-4.5%	u	18.3%	u	10.4µM*	0.0%	u
Sm TGR inh	-6.2%	7.4%	-16.7%	-26.7%	0.2%	-7.1%	3.3%	53.1%[activator]

# Compound profiles, from the list above:
# `CCc1nc2nc(C)c(NS(=O)(=O)c3cccs3)c(=O)n2[nH]1` across the screens: LmPK inh = -1.4%; Tb PYK inh = 3.9%; Pf growth 48h = 14.9%; HCV inhibitor = 26.7%; Pf growth 96h = -14.1%; Sm TGR inh = 0.4%
# `O=C(COc1ccccc1)Nc1ncccn1` across the screens: LmPK inh = 2.3%; Tb PYK inh = -5.9%; Pf growth 48h = x; HCV inhibitor = 25.6%; Pf growth 96h = 32.1%[activator]; Sm TGR inh = -3.5%

# Next section
25: CCCn1c(O)c(/C=C2\C=NN=C2c2ccccc2)sc1=S
26: N#Cc1cnn2c1nc(N1CCOCC1)c1ccccc12
27: COc1ccc(C)c2sc(N(CCN(C)C)C(=O)c3ccc4ccccc4c3)nc12
28: Cc1ccc(NC(=O)c2cccc(S(=O)(=O)N(C)C3CCCCC3)c2)nc1
29: Cc1ccccc1NC(=O)c1ccc(CSc2ncccn2)cc1
30: CC(C)N(CCc1ccncc1)C(=S)Nc1ccc(F)c(Cl)c1
31: CC(C)(C)c1ccc(S(=O)(=O)N2CCN(CC(=O)NC(=O)NC3CCCCC3)CC2)cc1
32: COc1ccccc1N1C(=NC(=O)C2CCCCC2)SC2CS(=O)(=O)CC21 (configuration not stated)

Assay by compound	25	26	27	28	29	30	31	32
LmPK inh	2.9%	-4.1%	8.6%	x	u	1.4%	x	2.3%
Tb PYK inh	-13.1%	-1.5%	11.3%	2.9%	-2.5%	-6.7%	5.6%	-4.2%
Pf growth 48h	31.3%[activator]	53.4%[activator]	u	5.22µM*	16.2%	10.5%	-21.1%	2.9%
HCV inhibitor	10µM*	u	u	-16.4%[8.37 µM]	-13.3%	-11.2%	-0.9%	17.4%
Pf growth 96h	u	69.6%[activator]	u	9.28µM*	u	u	2.94µM*	16.0%
Sm TGR inh	0.0%	52.8%[activator]	1.3%	4.3%	4.8%	4.4%	9.0%	-14.1%

33: CC1CCN(S(=O)(=O)c2ccc3c(c2)oc(=O)n3CC(=O)N2CCc3ccccc3C2)CC1
34: CC1CCC2C(=O)N(c3ccc(Cc4ccncc4)cc3)C(=O)C2C1 (configuration not stated)
35: COc1ccccc1CNC(=O)c1cccc(N(C)C)c1
36: COc1ccc(OC)c(/C(C)=N\NC(=O)c2cc3cc(Cl)ccc3n2C)c1
37: COc1ccc(CCNC(=O)c2cccc(S(=O)(=O)N3CCCCCC3)c2)cc1
38: O=C([C@H](Cc1ccc(O)cc1)n1cc(CCO)nn1)N1CCNCC1
39: CSc1ccc(Cn2nnc(C(=O)NCc3ccccc3)c2N)cc1
40: CCC(=O)NN1CCN(c2ccncc2S(=O)(=O)N2CCCCC2)CC1

Assay by compound	33	34	35	36	37	38	39	40
LmPK inh	7.3%	5.1%	0.5%	8.2%	x	-4.8%	0.8%	-3.8%
Tb PYK inh	-0.4%	1.2%	4.1%	6.1%	-5.0%	1.8%	-2.4%	4.8%
Pf growth 48h	x	32.1%[activator]	2.3%	-1.4%	-32.0%	52.4%[activator]	-9.7%	5.8%
HCV inhibitor	5.6%	u	-5.1%	u	-18.7%	12.5%	8.1%	-5.1%
Pf growth 96h	u	u	x	0.0%	u	90.6%[activator]	71.2%[activator]	15.6%
Sm TGR inh	-12.3%	9.1%	-2.6%	21.5%	-7.1%	-5.3%	-8.3%	-21.3%

# Gathered by group, the compounds so far with a COOH group
10: Cc1ccc(S(=O)(=O)Oc2ccc(/C=N/N=C3/NC(=O)C(CC(=O)O)S3)cc2)cc1 (configuration not stated)
24: O=C(O)CCCC(=O)Nc1nncs1

Assay by compound	10	24
LmPK inh	3.6%	4.3%
Tb PYK inh	-10.0%	2.3%
Pf growth 48h	-9.5%	53.2%[1.15 µM]
HCV inhibitor	-63.2%	19.1%
Pf growth 96h	u	u
Sm TGR inh	x	53.1%[activator]

# Later entries
41: CCCOC(=O)Nc1nc(-c2ccc(C)cc2)c(C)s1
42: O=C(CCNS(=O)(=O)c1ccc(Cl)cc1)Nc1ccncc1
43: O=C(NC1Cc2ccccc2C1)c1cc(COc2ccc(F)cc2Cl)on1
44: Cc1ccc(NC(=O)CCc2ccc(C)o2)c(Br)c1
45: O=C(CN1CCN(S(=O)(=O)c2cccs2)CC1)NCC1CCCCC1
46: O=C(CSc1ccc(-c2ccccc2)nn1)N1CCOCC1
47: CCOc1c(C)cnc2c1c(=O)n(Cc1c(F)cccc1Cl)c(=O)n2C
48: COc1ccccc1OCC(O)CN1C(=O)NC(C)(C)C1=O (configuration not stated)

Assay by compound	41	42	43	44	45	46	47	48
LmPK inh	-3.3%	-3.2%	-1.0%	-1.1%	x	-17.4%	-2.7%	7.4%
Tb PYK inh	-6.1%	0.9%	-0.1%	5.0%	7.8%	-36.7%	-6.3%	-19.2%
Pf growth 48h	-3.7%	-4.3%	47.5%[activator]	50.2%[activator]	u	29.5%	-10.7%	x
HCV inhibitor	-15.8%	3.1%	-13.7%	-21.4%	-2.9%	5.4%	15.3%	14.1%
Pf growth 96h	16.7%	7.1%	u	u	u	-19.9%	-1.1%	u
Sm TGR inh	6.6%	-8.7%	-0.8%	-6.8%	-4.3%	4.2%	-4.6%	0.0%

49: CCC(C)(C)n1nnnc1C(c1cc2ccc(OC)cc2[nH]c1=O)N1CCCCC1 (configuration not stated)
50: O=C1[C@@H]2C(Cc3ccc(O)cc3)NC3(C(=O)Nc4ccc(F)cc43)[C@@H]2C(=O)N1c1ccc(F)cc1 (some centres not stated)
51: O=C(c1ccccc1-c1nc(-c2ccccc2Cl)no1)N1CCOCC1
52: COc1ccc(C(=O)Nc2cccc(C(=O)O)c2)cc1S(=O)(=O)N1CCCC1
53: Cc1cccc(N2C(=O)SC(SC(=Nc3ccccc3)Nc3ccccc3)C2=O)c1 (configuration not stated)
54: COc1ccc(C(=O)NNC(=O)CSc2nc(C(C)C)nc3ccccc23)cc1
55: CNS(=O)(=O)c1cc(-c2nnc(Nc3ccc(NC(C)=O)cc3)c3ccccc23)ccc1C
56: O=C(N1CCOCC1)N1CCN(c2nc(-c3ccc(F)cc3)cs2)CC1
57: COc1ccc(OC)c(/C=C2\SC(=S)N(Cc3cccnc3)C2=O)c1
58: COc1ccc(C(=O)Nc2ccc(S(=O)(=O)Nc3onc(C)c3C)cc2)c(OC)c1
59: COc1ccc2[nH]c3c(=O)n(Cc4ccncc4)cnc3c2c1

Assay by compound	49	50	51	52	53	54	55	56	57	58	59
LmPK inh	0.9%	3.7%	-4.8%	1.1%	-5.6%	0.9%	1.9%	0.1%	2.0%	-2.1%	-0.1%
Tb PYK inh	0.0%	-0.5%	-8.2%	5.4%	u	4.0%	1.8%	7.3%	-7.7%	-11.2%	-8.8%
Pf growth 48h	x	1.2%	-2.7%	118.9%[activator]	u	-20.7%	10.4µM*	-12.1%	-14.8%	-4.1%	20.2%
HCV inhibitor	-19.0%	9.6%&15.1%	-2.5%	13.9%	9.9%	-12.1%	-28.7%	-22.4%	-22.2%	20.0%	-5.6%
Pf growth 96h	-20.0%	-3.8%[5.75 µM]	-15.9%	1.2%	u	u	u	7.38µM*	9.28µM*	62.0%[activator]	20.1%
Sm TGR inh	3.1%	-9.3%	20.3%	2.5%	-9.7%	2.4%	-4.5%	-2.2%	-7.0%	6.3%	10.0%
